S3 lipid droplet = qHTS Assay for Lipid Storage Modulators in Drosophila S3 Cells | Drosophila S3 cells, BODIPY lipid droplet fluorescence, 18-24 h; cells fed with added oleic acid | Potency in µM for hits, for the others lipid storage change, negative = inhibition, % at the top dose, mostly 46.1 µM | hit rate 0.64% among 320,000; active = well fitted inhibition curve with a large enough effect in the signal ratio, with a control signal flat, not every such curve was filed as active; inconclusive = small, poorly fitted or top-dose-only effect, or effect the other way, or a change in a side signal; the % refers to the signal ratio
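Drosophila S3 cells got compounds at several concentrations plus oleic acid (400 uM solution). Laser-scanning cytometry with 488 nm excitation read lipid droplets at 500-530 nm and cells at 575-640 nm. Percent activity was relative to 20 uM Triacsin C.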
S3 lipid droplet cell count max = further read-out of S3 lipid droplet, marked with its call; cell number change, %; measured here: cell count max response;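 cells counted by Cell Tracker Red CMTPX staining in the red channel; peak over a dose series mostly up to 46.1 µM; percent activity relative to internal control wells on each plate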
The depositor's hits bear a star; i = inactive; ? = inconclusive; . = no result given; [ ] = remark or other dose. % is set by controls: 0 for no effect and ±100 for the full control effect; potency is the fitted concentration of half-maximal effect. A portion of the library, so the mix of outcomes need not match the whole.

SMILES	S3 lipid droplet	S3 lipid droplet cell count max
O=C(NCCCn1ccnc1)/C(=C/c1cccnc1)NC(=O)c1ccco1	?	.
Cc1cc(C(=O)OCC(=O)Nc2c(F)cccc2F)c(C)n1-c1ccccc1	?	.
COc1ccccc1/C=C\C(=O)NCC(=O)N/N=C(/C)c1cccc([N+](=O)[O-])c1	i	8
CN(C)S(=O)(=O)Nc1cccc(NC(=O)CC23CC4CC(CC(C4)C2)C3)c1	?	.
Cc1cc(N)n(-c2ccccn2)n1	5%	8
Cc1cccc(C(=O)NCc2nnc(SCC(=O)NC3CCCC3)n2C)c1	?	.
Cc1cc2c(s1)c1cnn(-c3ccccc3)c(=O)c1n2C	?	.
O=C(/C=C/c1ccc(O)cc1)c1c(O)cc(O)cc1O	5%	17
CCNC(=S)Nc1sc2c(c1C#N)CCC(C)C2 (centres undefined)	10%	16
COc1ccc(NS(=O)(=O)c2ccc(N3CCOCC3)c(NC(=O)c3ccccc3Cl)c2)cc1	?	.
CCCSc1nc2cc(C)c(C)cc2n1CC(C)O (centres undefined)	i	.
CCCC(O)(CCN1CCOCC1)c1ccc(Cl)cc1 (centres undefined)	0%	2
Cc1[nH]c2ccc(C(=O)NCCN3CCCCCC3)cc2c1C	25%	-7
COc1cc(CNS(=O)(=O)c2ccc3c(c2)CC(C)N3C(=O)C2CCC2)cc(OC)c1OC (centres undefined)	?	.
COc1ccc(C2c3c(-c4ccccc4)n[nH]c3C(=O)N2c2ccc(C(=O)O)cc2)cc1 (centres undefined)	-16%	1
Cc1cc(N2C(=O)CCC2=O)n(-c2ccccc2)n1	0%	-14
Cc1ccc(NC2SC(=O)N(Cc3cccc(C(=O)O)c3)C2=O)c(C)c1 (centres undefined)	?	.
COc1ccc(C(=O)N/N=C/c2ccccc2C(=O)O)cc1OC	4%	15
COc1cccc(/C(C)=N/NC(=O)Cc2c(C)[nH][nH]c2=O)c1	-23%	-20
CCOc1cc(/C=N/NC(=O)CCCC(=O)NC2CCCCC2)ccc1O	-8%	-2
Cc1ccc(N(CC(=O)NN=C2CCN(C)CC2)S(=O)(=O)c2ccccc2)c(C)c1	15%	8
CCc1ccc(NS(=O)(=O)c2ccc3c(c2)oc(=O)n3C)cc1	5%	-2
Cc1nc2c(ccc3nc(NC(=O)c4ccc(S(=O)(=O)N(C)C)cc4)sc32)s1	?	.
CCCNC(=O)NC(=O)COc1c(F)c(F)cc(F)c1F	-6%	.
COCCCn1c(SCC(=O)Nc2ccc(C)cc2)nc2ccccc2c1=O	-20%	-12
CN(C)c1ccc(/C=C/C(=O)c2ccccc2O)cc1	-10%	.
COc1ccccc1C(=O)Nc1ccc(S(=O)(=O)N2CCc3ccccc32)cc1	?	.
CN(CC(=O)Nc1cccnc1)S(=O)(=O)c1ccccc1	i	22
O=C(CCC(=O)OCC(F)(F)C(F)F)NCc1ccccc1	?	.
Cc1ccc(N(Cc2ccc([N+](=O)[O-])cc2)C(=O)c2ccco2)cc1C	?	.
CS(=O)(=O)N(CCc1ccccc1)CC(=O)N1CCN(c2ccccc2)CC1	-8%	0
Cc1ccc(O)c(-c2cc(C(=O)NCc3ccncc3)[nH]n2)c1	18%	-13
CCOC(=O)C1C(=O)CC(C)(O)C(C(=O)OCC)C1c1ccc(C)s1 (centres undefined)	?	.
COC(=O)C(Cc1ccccc1)NC(=O)CCNC(=O)c1ccco1 (centres undefined)	?	.
FC(F)(F)c1cccc(Oc2ccc3c(C(F)(F)F)cc(C(F)(F)F)nc3n2)c1	10%	-11
Cc1c(C(=O)Oc2cc(N)n(S(C)(=O)=O)n2)cccc1[N+](=O)[O-]	?	.
O/N=C\c1ccccc1Oc1ccc(F)cc1	11%	3
CC1CCC(NC(=O)CSc2nncs2)CC1 (centres undefined)	6%	.
O=C(NCCCN1CCOCC1)c1c(F)cccc1F	-15%	-18
Cc1cccc(C)c1OCC(=O)N/N=C/C=C/c1ccco1	6%	12
CC1CN(CC(=O)NC(C)c2ccccc2)CC(C)O1 (centres undefined)	-7%	-13
Cc1ccc(NC(=O)CSc2nc3nc(C)c(Br)cc3[nH]2)cc1F	?	.
C[C@@](Cc1ccc(O)c(O)c1)(NN)C(=O)O	-7%	24
COC(=O)c1sccc1NC(=O)Cc1ccc(Br)cc1	13%	-21
C/C(N)=C(/C#N)C(=O)CSc1nnc(Nc2c(C)cccc2C)s1	?	.
O=C(NC1=NCCS1)c1ccc(Cl)c(S(=O)(=O)N2CCc3ccccc32)c1	9%	22
O=C(O)Cc1c(C(=O)O)[nH]c2ccc(C(=O)O)cc12	?	.
COCc1ccc(C(=O)NCC2(N3CCCCC3)CCCCC2)cc1	i	16
NC(=O)CCc1nc2cc(C(F)(F)F)ccc2n(Cc2ccccc2)c1=O	?	.
CSc1ccc(Cl)c(C(=O)OCC(=O)N2CC(C)OC(C)C2)c1 (centres undefined)	8%	5
COc1ccc(C(=O)Nc2ccccn2)cc1	?	.
CCn1c(C)nc2cc(-c3nc4n(n3)Cc3ccccc3-4)ccc21	?	.
CCOC(=O)c1ccc(NC(=O)CSc2n[nH]c(-c3ccncc3)n2)cc1	?	.
COc1ccc(C2=NCCn3cccc32)c(OC)c1	?	.
CCOC(=O)c1c(-c2ccc(OC)cc2)csc1/N=C/C1=C(O)CCCC1=O	?	.
CSc1ccccc1C(=O)C1CCCN(C(=O)CCc2cccnc2)C1 (centres undefined)	1%	6
COc1ccc(NC(=O)C2C(=O)NC3(C)CC2c2ccccc2O3)cc1 (centres undefined)	?	.
CC(C)C(=O)NC(=S)Nc1ccccc1C(=O)Nc1ccccc1	-9%	.
O=C(NCc1ccc(F)cc1)C1CC(=O)N(C2CCCCC2)C1 (centres undefined)	?	.
CCCS(=O)(=O)n1nc(-c2ccc(OC)cc2OC)cc1N	3%	0
Going on with the list.
SMILES	S3 lipid droplet	S3 lipid droplet cell count max
CCN(CC)S(=O)(=O)c1cc(C(=O)Oc2ccccc2OC)ccc1OC	?	.
O=C(COC(=O)c1ccc(O)cc1O)Nc1cc(-c2ccccc2)nn1-c1ccccc1	?	.
COc1cc(C2C(=O)N(C3CCCC3)CC(=O)N2Cc2ccco2)ccc1OC(C)C (centres undefined)	11%	-14
COc1ccc(NC2CCN(C3CC(=O)N(c4ccc(F)c(Cl)c4)C3=O)CC2)cc1 (centres undefined)	26%	-3
O=C1CC(=O)CC(c2ccccc2)C1	?	.
CCC1(c2ccccc2)NC(=O)N(CC(=O)N(C)Cc2ccccc2)C1=O (centres undefined)	i	.
Cc1ccc2c(c1)C1C3CCC(C3)C1S(=O)N2 (centres undefined)	2%	-17
Cc1ccc(-n2cc(CN3CCC(CO)(Cc4ccccc4)CC3)cn2)cc1	0%	-1
COC(=O)c1ccc(CNC(=O)c2ccc(OCC(=O)N3CCOCC3)c(OC)c2)cc1	?	.
N#Cc1c(-c2ccccc2)cc(-c2ccc3c(c2)OCO3)[nH]c1=O	8.2µM*	-27*
O=C(CCCc1nc2ccccc2s1)N1CCN(S(=O)(=O)c2cccs2)CC1	?	.
CC(=O)Nc1ccc(S(=O)(=O)N(Cc2ccccc2)c2ccccn2)cc1	-29%	11
Cc1ccc(NC(=O)C2CCCN2C(=O)Oc2ccccc2)c(C)c1 (centres undefined)	?	.
CCOC(=O)NC(Nc1nnc(SCC)s1)(C(F)(F)F)C(F)(F)F	?	.
Cc1c(C(=O)OCC(=O)N2C(C)CCCC2C)oc2ccccc12 (centres undefined)	i[0.369 µM]	2
CC(=O)c1ccc([N+](=O)[O-])c(CS(=O)(=O)c2ccccc2)c1	?	.
Cc1ccc(CC(NC(=O)c2ccccc2)C(=O)NC(CC(C)C)C(=O)O)cc1 (centres undefined)	7%	9
O=[N+]([O-])c1cccc(-c2ccc(CN3CCN(c4ccccc4)CC3)o2)c1	9%	-2
Cc1ccc2nc(Nc3ccc(Cl)cc3)c3nncn3c2c1	?	.
CC(C)(CO)NC(=O)C12CC3CC(CC(Br)(C3)C1)C2	?	.
C=CC(C)N1C(=O)S/C(=C\c2ccc(N3CCOCC3)cc2C)C1=O (centres undefined)	4.1µM*	.
Cc1cc(NC(=O)CSc2nnc(-c3ccco3)n2Cc2ccco2)no1	23%	-10
CCCCCC1NC(=O)NC1CCCCCC(=O)O (centres undefined)	?	.
COc1ccccc1N1CCN(C(=O)c2n[nH]c3ccccc23)CC1	?	.
COC(=O)c1cc(NS(=O)(=O)c2ccc3c(c2)c(=O)n(C)c(=O)n3C)cc(C(=O)OC)c1	3%	5
CCN(CC)S(=O)(=O)c1ccc(Cl)c(OC)c1	0%	5
CCCCCCN(C(=O)CCCCCN1C(=O)NC(c2ccc(-c3ccccc3)cc2)C(C(=O)OCc2ccccc2)=C1C)C(C(=O)NCCCC)C1CCCCC1 (centres undefined)	?	.
CC(=O)c1ccc(OCC(=O)NC2CCCCCC2)cc1	i	3
O=C(Nc1ccccc1Cl)c1ccccc1Cc1ccccc1	?	.
Cc1ccc2c(c1)C1CN(C)CCC1N2C(=O)COc1ccc(N(C)C(=O)C(C)(C)C)cc1 (centres undefined)	-1%	18
COc1cccc(OC)c1OCC(O)CN1CCN(c2ccccc2F)CC1 (centres undefined)	19%	26
Cn1cnnc1SCC(=O)NC1CCCCCC1	-16%	-15
CC(C)CSc1nc2ccccc2c(=O)[nH]1	?	.
CC(=O)OCC(=O)Nc1ccc([N+](=O)[O-])cc1Cl	?	.
NC(=O)NOCc1ccc(Cl)cc1Cl	?	.
CC12CCC(=O)N1c1ccccc1C(=O)N2c1ccccc1 (centres undefined)	?	.
CCOc1ccc(Oc2ccc(Cl)cc2NC(=O)C2=COCCO2)cc1	?	.
Cc1oc(-c2ccc3c(c2)OCCO3)cc1C(=O)O	-5%	-19
O=C1c2cccc3c([N+](=O)[O-])ccc(c23)C(=O)N1CC1CCCO1 (centres undefined)	?	.
Cc1ccc(C(=O)C(C)OC(=O)Cn2c(C)csc2=O)cc1 (centres undefined)	?	.

Part of the list above, with values under each structure:
Order of values – S3 lipid droplet | S3 lipid droplet cell count max
CCN(CC)S(=O)(=O)c1ccc(Cl)c(OC)c1
    0% | 5
CCCCCCN(C(=O)CCCCCN1C(=O)NC(c2ccc(-c3ccccc3)cc2)C(C(=O)OCc2ccccc2)=C1C)C(C(=O)NCCCC)C1CCCCC1 (centres undefined)
    ? | .

Later entries.
SMILES	S3 lipid droplet	S3 lipid droplet cell count max
CC1C=CCC2C(=O)N(c3cccc(C(=O)NCCc4ccccc4)c3)C(=O)C12 (centres undefined)	-5%	-8
Cc1ccccc1NC(=O)Cc1nc(COC(=O)C(NC(=O)c2ccccc2C)C(C)C)cs1 (centres undefined)	15%	15
COc1ccc(/C(C)=N/N=C(N)N)c(OC)c1	-7%	0
OCCC1CN(Cc2cccnc2)CCN1CCc1ccccc1 (centres undefined)	7%	5
COCCCNC(=S)Nc1cc(C)c(C)cc1C	?	.
CCN(C(=O)COC(=O)C1CCN(S(=O)(=O)c2cccs2)CC1)c1ccccc1	5%	-7
COc1ccc(CCNC(=O)C2CCN(S(=O)(=O)c3ccc(-n4cnnn4)cc3)CC2)cc1OC	?	.
CCOc1ccccc1N1CN(Cc2ccccc2)CNC1=S	?	.
NC(=O)COC(=O)C1CSC2(c3ccc(F)cc3)CCC(=O)N12 (centres undefined)	?	.
CCOC(=O)CCc1c(C)c2ccc(OCc3ccc([N+](=O)[O-])cc3)cc2oc1=O	?	.
CC1(C)N=C(N)N=C(N)N1c1cccc(C(=O)O)c1	29µM*	9.5*
CCOc1ccc(CNC(=O)CCCC(=O)n2nc(C)c3ccccc32)cc1	?	.
CCOC(=O)C(Cc1ccccc1)C(=O)NCc1cccnc1 (centres undefined)	-9%	10
O=C(Nc1ccc(S(=O)(=O)N2CCCC2)cc1)c1cnccn1	?	.
Cc1nc(-c2ccccc2)sc1C1(C)CC(c2c(Cl)cccc2Cl)=NO1 (centres undefined)	?	.
O=C(Cn1c(=O)oc2cc(S(=O)(=O)N3CCCC3)ccc21)NCc1ccc(F)cc1	-2%	18
Cc1cccc(Cn2ccc(NC(=O)c3cccnc3)n2)c1	14%	14

Sorted by SMILES length (falling): some entries from above.
SMILES	S3 lipid droplet	S3 lipid droplet cell count max
COc1ccc(CCNC(=O)C2CCN(S(=O)(=O)c3ccc(-n4cnnn4)cc3)CC2)cc1OC	?	.
Cc1ccccc1NC(=O)Cc1nc(COC(=O)C(NC(=O)c2ccccc2C)C(C)C)cs1 (centres undefined)	15%	15
O=C(Cn1c(=O)oc2cc(S(=O)(=O)N3CCCC3)ccc21)NCc1ccc(F)cc1	-2%	18
CC1C=CCC2C(=O)N(c3cccc(C(=O)NCCc4ccccc4)c3)C(=O)C12 (centres undefined)	-5%	-8
O=C1c2cccc3c([N+](=O)[O-])ccc(c23)C(=O)N1CC1CCCO1 (centres undefined)	?	.
Cc1nc(-c2ccccc2)sc1C1(C)CC(c2c(Cl)cccc2Cl)=NO1 (centres undefined)	?	.
CCOc1ccc(CNC(=O)CCCC(=O)n2nc(C)c3ccccc32)cc1	?	.
NC(=O)COC(=O)C1CSC2(c3ccc(F)cc3)CCC(=O)N12 (centres undefined)	?	.
O=C(Nc1ccc(S(=O)(=O)N2CCCC2)cc1)c1cnccn1	?	.
Cc1ccc(C(=O)C(C)OC(=O)Cn2c(C)csc2=O)cc1 (centres undefined)	?	.
CC1(C)N=C(N)N=C(N)N1c1cccc(C(=O)O)c1	29µM*	9.5*
CCOC(=O)C(Cc1ccccc1)C(=O)NCc1cccnc1 (centres undefined)	-9%	10
CCOc1ccccc1N1CN(Cc2ccccc2)CNC1=S	?	.
COc1ccc(/C(C)=N/N=C(N)N)c(OC)c1	-7%	0
COCCCNC(=S)Nc1cc(C)c(C)cc1C	?	.

High-throughput results: PubChem BioAssay, National Center for Advancing Translational Sciences (NCATS)
